# Screening results from PubChem BioAssay.
# FAK inh – inhibitors of human focal adhesion kinase. Q05397. biochemical FAK kinase activity assay. AID 727. 97,000 tested, 0.84% active. inhibition, %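 (tested at 7 µM)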; in the data active means inhibition above about 19%;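 further: 0% = DMSO and 100% = reference compound high control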
# Target sequence (Q05397 whole entry, looked up): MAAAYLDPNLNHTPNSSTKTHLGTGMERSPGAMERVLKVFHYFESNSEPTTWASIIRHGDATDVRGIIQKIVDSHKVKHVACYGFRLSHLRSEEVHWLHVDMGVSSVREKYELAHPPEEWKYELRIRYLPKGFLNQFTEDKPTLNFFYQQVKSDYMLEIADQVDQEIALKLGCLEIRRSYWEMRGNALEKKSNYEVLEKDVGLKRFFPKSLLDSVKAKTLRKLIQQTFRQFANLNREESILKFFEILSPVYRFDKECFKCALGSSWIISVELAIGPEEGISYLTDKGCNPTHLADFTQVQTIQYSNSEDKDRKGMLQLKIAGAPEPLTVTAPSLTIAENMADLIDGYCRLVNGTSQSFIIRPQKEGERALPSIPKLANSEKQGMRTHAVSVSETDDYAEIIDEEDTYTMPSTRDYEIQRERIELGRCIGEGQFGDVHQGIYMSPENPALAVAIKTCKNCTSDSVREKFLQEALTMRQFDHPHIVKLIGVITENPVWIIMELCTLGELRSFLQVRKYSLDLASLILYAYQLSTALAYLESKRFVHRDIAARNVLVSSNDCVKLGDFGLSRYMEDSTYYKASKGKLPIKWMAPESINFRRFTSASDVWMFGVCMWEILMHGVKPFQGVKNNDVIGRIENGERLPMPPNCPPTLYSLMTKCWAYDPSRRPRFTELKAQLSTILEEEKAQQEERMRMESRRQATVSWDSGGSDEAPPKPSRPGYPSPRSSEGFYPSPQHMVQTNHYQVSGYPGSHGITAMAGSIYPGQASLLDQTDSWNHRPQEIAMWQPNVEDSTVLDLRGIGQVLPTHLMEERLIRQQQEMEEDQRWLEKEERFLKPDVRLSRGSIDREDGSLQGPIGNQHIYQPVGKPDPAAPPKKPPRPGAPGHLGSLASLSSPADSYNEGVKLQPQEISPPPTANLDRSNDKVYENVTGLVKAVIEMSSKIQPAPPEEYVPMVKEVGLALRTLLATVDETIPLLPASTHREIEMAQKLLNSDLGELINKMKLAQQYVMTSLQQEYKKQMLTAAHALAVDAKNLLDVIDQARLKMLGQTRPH
# EphB4 ephrin blk – antagonists of human EphB4-ephrin-B2 interaction; 97,000 tested, 0.15% active; AID 720; EphB4 LBD / TNYL-RAW-Alexa532 peptide, fluorescence polarization; P54760; inhibition, % at 7 µM;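 active means inhibition above the screen-wide mean inhibition plus 3 SD, cut at about 15% in these data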;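 further: 0% = DMSO wells and 100% = excess unlabeled TNYL-RAW peptide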
# S1P2 agonist – activates the human S1P2 receptor; O95136; S1P2-expressing cell line, agonist reporter read-out; activation, % at 4.5 µM; 97,000 tested, 0.46% active; in the data active means activation above about 16%;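 further: 0% = vehicle low control and 100% = maximal reference agonist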
# PostGolgi ctrl – inhibits growth of the yeast control strain | efflux-deficient yeast background strain, growth absorbance A615, 16 h | inhibition, % at 10 µM | 98,000 tested, 5% active | AID 738
# Rev-RRE block – HIV Rev-RRE protein-RNA interaction inhibition. P05866. Rev peptide-RRE RNA binding, FRET. inhibition, % at 8 µM. 97,000 tested, 0.79% active. AID 704;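 active means inhibition above the screen-wide mean plus 3 SD, cut at about 35% in these data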;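 further: 0% = median DMSO wells and 100% = median Neomycin B control wells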
#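 Assay system: Rev peptide and RRE RNA, both fluorescently labelled; times: 5 min preincubation and 15 min binding, 25 °C; detection: FRET, ex 480 nm, em 540 and 671 nm; read-out basis: % inhibition from 671/540 nm acceptor-to-donor ratio, scaled between controls; benchmarks: DMSO low control, neomycin B high control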
# S1P2 blocker – S1P2 (human) receptor antagonism | 97,000 tested, 0.21% active | O95136 | AID 736 | inhibition, % at 5 µM | cell-based S1P2 antagonist assay, inhibition at 5 uM; in the data active means inhibition above about 45%;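 further: CRE beta-lactamase reporter cells expressing human S1P2 stimulated with S1P; 0% = agonist at EC80 alone and 100% = agonist plus reference antagonist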
# LYP act – activators of human LYP (PTPN22) phosphatase. Q9Y2R2. recombinant LYP, DiFMUP fluorescence; 0 = plate median, 100 = signal doubled. activation, % at 2 µM. 96,000 tested, 0.11% active;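 active means activation at 2 µM above a set limit, the mean plus 5 SD, cut at about 37% in these data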
# PostGolgi yeast – growth inhibition of a yeast mutant, post-Golgi transport screen | post-Golgi transport phenotypic cell assay | inhibition, % at 10 µM | 98,000 tested, 0.9% active;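 further: yeast cells grown in 1536-well plates; yeast grown about 18 h at 30C before absorbance read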
# LYP inh 2 – LYP (human) phosphatase inhibition; recombinant LYP catalytic domain, DiFMUP fluorescence; inhibition, % at 2 µM; 96,000 tested, 0.21% active; AID 640;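 active means inhibition at 2 µM at or above a set limit, the screen mean plus 3 SD, cut at about 24% in these data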;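 further: 0% = DMSO with enzyme and 100% = enzyme fully blocked by orthovanadate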
# The depositor's hits bear a star; . = no result given. Unless noted, no stated cut-off is given here; in the data, active means inhibition above about 30%; inactive means the rest.
SMILES,FAK inh,EphB4 ephrin blk,S1P2 agonist,PostGolgi ctrl,Rev-RRE block,S1P2 blocker,LYP act,PostGolgi yeast,LYP inh 2
COc1ccc(C2C(C(=O)NCCN3CCOCC3)c3ccccc3C(=O)N2C)cc1OC (stereo not drawn),-2,-11,-7,15,-2,20,-8,4,8
Cc1nc(CCN2C(=O)c3ccccc3C2=O)n[nH]1,-2,2,-3,1,1,0,3,5,-5
COc1ccc(-n2nnc3c(=O)n(Cc4ccccc4C)cnc32)cc1,1,-9,-3,3,4,11,-1,1,-1
O=C(CSc1nnc(CN2CCOCC2)n1-c1ccc(Cl)cc1)N1CCc2ccccc21,-1,0,-5,.,1,17,-2,.,-1
CSCCC(C(=O)NCc1cccs1)N1C(=O)c2ccccc2C1=O (stereo not drawn),2,3,-4,-6,6,8,-2,0,-2
Cc1ccc2c(C(=O)CN3CCC4(CC3)OCCO4)c(C)[nH]c2c1,-1,3,-7,17,3,14,-5,-22,8
Cc1c(C(=O)N2CCCC2)sc(NC(=O)c2cccs2)c1C#N,2,-2,-6,-5,10,-4,19,-11,-14
CCCCCCN1C2=NCCN2c2ccccc21,-1,-3,-4,5,-11,-5,0,32*,-4
Cn1c(=O)c2c(ncn2CC(=O)Nc2ccccc2N2CCOCC2)n(C)c1=O,-1,-2,2,7,-1,-17,4,4,-4
O=C(COC(=O)c1cccs1)NC1CCCCC1,7,11,-6,7,7,6,-5,-5,5
CCOC(=O)c1ccc(N2C(=O)c3n[nH]c(C)c3C2c2ccc(OC)cc2OC)cc1 (stereo not drawn),8,11,-6,.,11,12,9,.,-6
C=CC[n+]1c(-c2ccc(OCC)cc2)csc1NNC(=O)Nc1ccccc1,-1,2,-6,18,3,-6,-19,-10,21
O/N=C1/CCCCc2sccc21,2,1,-1,-7,2,6,3,-1,-4
Cc1ccc(SCCCn2cncn2)cc1,-1,9,-7,-9,9,-5,4,2,-6
CC(=O)c1cccc(NC(=O)c2ccc(S(=O)(=O)N3CCCCC3)cc2)c1,0,0,-2,-1,8,-13,-1,-11,2
CN(C)S(=O)(=O)c1ccc(C(=O)OCC(=O)c2ccc(OC(F)F)cc2OC(F)F)cc1,6,3,-3,6,13,-2,-3,-3,3
N#Cc1c(N)nc2c(c1N)CC(CO)O2 (stereo not drawn),-8,-10,-2,-5,-2,-7,14,-7,-10
CC(=O)N(C(C)=O)c1c(C#N)c(C)n(-c2ccccc2)c1C(=O)c1ccccc1,2,2,-3,-2,-2,10,2,4,-5
CCOc1ccc(S(=O)(=O)n2ccc(C)n2)c2ccccc12,13,-7,-4,14,10,10,-1,-2,0
CC(C)(C)c1ccc(S(=O)(=O)NCCOCC(F)(F)C(F)F)cc1,-3,-2,-7,16,8,3,6,1,-3
O=C(O)CC(C(=O)NC1CCCCC1)C1CCCO1 (stereo not drawn),1,7,0,5,5,-1,2,3,-4
COc1ccc(CN(CC2CCCO2)C(=O)CN2C(=O)C(C)Oc3ccc(C)cc32)cc1OC (stereo not drawn),2,3,-7,.,6,-4,-5,.,8
CCN(CC)CCOC(=O)c1cccc(OC)c1,4,1,-6,1,7,8,-1,2,4
COc1cc(C(=O)Nc2cc(C)c(OCC(=O)N3CCOCC3)c(C)c2)cc(OC)c1OC,3,-15,3,-5,-6,-35,-3,-3,2
NS(=O)(=O)c1ccc(NC(=O)CSC2=NC(=O)C(c3ccccc3)C(=O)N2)cc1 (stereo not drawn),4,3,-6,3,11,29,0,3,-1
COc1ccc(N2CCN(c3nc4ccccc4nc3NS(=O)(=O)c3ccccc3)CC2)cc1,-5,3,-7,18,8,21,8,14,-6
COc1ccc(N2CCN(CC(=O)Nc3cc4c(cc3C(C)=O)OCO4)CC2)cc1,-5,5,-5,.,-2,9,-1,.,4
CCn1c(=S)sc2c(=O)n(-c3ccccc3)c(SCC(=O)NCc3ccco3)nc21,7,1,-2,18,1,8,-3,0,0
Cc1nc2ncnn2c(C)c1CCC(=O)N1CCCCC1,-1,11,-4,8,12,10,-7,4,6
O=C(COc1ccc(Cl)cc1)NCCCn1ccnc1,-11,-1,-11,-3,5,11,2,3,-3
CCCCCCC(=O)Nc1ccc(C(=O)N/N=C/c2cccnc2)cc1,2,2,-6,4,3,12,7,3,-4
CCCOC(=O)C1C2C=CC(C2)C1C(=O)OCC(=O)c1ccccc1 (stereo not drawn),2,3,-5,16,7,8,20,2,-25
O=C(CCN1CCN(c2ccccc2)CC1)Nc1ccccc1F,1,1,-2,3,-2,-7,8,-8,-10
Cc1cc(Nc2nc3ccccc3nc2Cl)n(-c2ccccc2C)n1,2,1,2,17,4,-15,-5,2,4
CCN(CC)CCCNC(=O)C1c2ccccc2C(=O)N(C)C1c1ccc(OC)cc1 (stereo not drawn),-5,-8,-2,6,-1,-2,-13,-11,11
CCn1c(SC(C)C(=O)O)nnc1-c1cccnc1 (stereo not drawn),2,-5,1,-6,6,-3,-4,7,4
CCc1ccc(NC(=O)CNC(=O)c2cn(-c3ccccc3OC)c(=O)c3ccccc23)cc1,2,4,-3,-3,3,-3,-3,-4,4
CCN1CCN(Cc2cccc(Oc3ccc(Cl)cc3)c2)CC1,2,-8,1,-5,2,-8,6,20,-4
N#Cc1c(SCC(=O)Nc2nccs2)nc2c(c1-c1ccco1)CCCC2,0,1,-3,-5,3,7,14,3,-10
COc1ccccc1Nc1nc2ccccc2[nH]1,5,-4,-11,-3,4,-5,0,18,4
O=C(c1ccco1)N1CCN(C(c2ccccc2Cl)c2nnnn2CC2CCCO2)CC1 (stereo not drawn),5,3,-1,4,4,10,-2,5,1
COc1ccc(N(CC(=O)NCC2CCCO2)C(=O)CCC(=O)Nc2nccs2)cc1 (stereo not drawn),-2,1,-10,.,2,-9,-8,.,5
O=c1cc(CSc2nnnn2-c2ccccc2)[nH]c2[nH]n(-c3ccccc3)c(=O)c12,-8,-6,-8,6,-5,14,-13,5,15
CCOc1ccc(OCC(=O)Nc2ccc(OC)cc2)cc1,2,-2,0,4,1,-32,-4,-1,3
COc1ccc(-c2csc(Nc3ncccc3C)n2)cc1,-1,-5,-4,.,0,-4,-12,.,11
c1ccc(Nc2cccc(Nc3ccccc3)n2)cc1,1,3,-8,17,5,5,2,3,-4
Cc1ccc(OCCOCCNC(C)C)c(Br)c1,-2,-3,-3,15,-5,4,2,-4,2
Cc1cc(C)n(-c2nc(-n3nc(C)cc3C)c3c4c(sc3n2)COC(C)(C)C4)n1,-4,5,-3,14,4,-1,3,0,-4
CCC(C)COC(=O)C(C#N)c1nc2ccccc2nc1N1CCCCC1 (stereo not drawn),-4,1,-8,7,12,20,-3,-7,1
Cc1cccc(NC(=O)NCC(F)(F)F)n1,-2,-5,-2,10,1,-16,15,6,-18
Cc1ccc(-n2ncc3c(NCc4ccc5c(c4)OCO5)ncnc32)c(C)c1,4,-8,-4,38*,7,3,0,4,-2
O=C(NCCCN1CCOCC1)c1cc2ccccc2oc1=O,-1,-3,-4,7,-1,15,-4,-16,4
Cc1ccc(CN(c2ccc(C(=O)NCc3ccc4c(c3)OCO4)cc2)S(C)(=O)=O)cc1,1,9,-4,1,4,9,3,-2,0
C=C(C)CN(CC)c1nc(N)c2c(N)nc3c(c2c1C#N)CC(=O)N3C12CC3CC(CC(C3)C1)C2,3,-5,1,4,5,-30,14,-4,-13
CCc1[nH]nc2c1C(c1ccsc1)C(C#N)=C(N)O2 (stereo not drawn),-1,5,-5,.,9,-2,-6,.,6
Cn1c(-c2ccccc2)cnc1SCc1nc2ccccc2c(=O)[nH]1,1,1,-4,2,7,26,0,1,-1
CCOc1ccccc1-n1c(CNc2ccc(F)cc2)nnc1SCC(=O)NCc1ccco1,2,3,-5,.,-9,-8,3,.,-6
O=C(CSc1nc(O)cc(=O)n1-c1ccccc1)NCc1ccccc1,2,-8,-2,5,0,-7,4,-2,-6
COCC(C)NC(=O)C1CC(c2cccc(Br)c2)=NO1 (stereo not drawn),-2,-8,-3,-10,4,-7,1,-7,-1
CCc1nnc(NC(=O)c2ccc(-c3cccc(C(F)(F)F)c3)o2)s1,0,6,-7,13,17,1,-1,5,-1
# (listing goes on)
SMILES,FAK inh,EphB4 ephrin blk,S1P2 agonist,PostGolgi ctrl,Rev-RRE block,S1P2 blocker,LYP act,PostGolgi yeast,LYP inh 2
CCOC(=O)c1sc(NC(=O)c2ccc(CC)s2)nc1C,-12,2,-5,5,10,1,1,-9,-5
Cc1ccc(C2C(C#N)=C(N)Oc3nc(-c4ccccc4)[nH]c32)o1 (stereo not drawn),-2,3,-9,6,-1,7,-8,-8,8
C=CCn1c(SCC(C)=O)nnc1-c1cc(-c2ccccc2)sc1N,2,0,-2,.,3,-13,-10,.,7
CS(=O)(=O)Nc1ccc(S(=O)(=O)N2CCOCC2)cc1,2,4,-1,6,8,15,4,5,-6

# Three compounds already listed, arranged by the value under LYP inh 2, descending:
molecule | FAK inh | EphB4 ephrin blk | S1P2 agonist | PostGolgi ctrl | Rev-RRE block | S1P2 blocker | LYP act | LYP inh 2
C=CCn1c(SCC(C)=O)nnc1-c1cc(-c2ccccc2)sc1N | 2 | 0 | -2 | . | 3 | -13 | -10 | 7
Cc1cc(Nc2nc3ccccc3nc2Cl)n(-c2ccccc2C)n1 | 2 | 1 | 2 | 17 | 4 | -15 | -5 | 4
COc1ccc(-n2nnc3c(=O)n(Cc4ccccc4C)cnc32)cc1 | 1 | -9 | -3 | 3 | 4 | 11 | -1 | -1

# Compounds from the list above containing two or more sulfur atoms:
SMILES,FAK inh,EphB4 ephrin blk,S1P2 agonist,PostGolgi ctrl,Rev-RRE block,S1P2 blocker,LYP act,PostGolgi yeast,LYP inh 2
CSCCC(C(=O)NCc1cccs1)N1C(=O)c2ccccc2C1=O (stereo not drawn),2,3,-4,-6,6,8,-2,0,-2
Cc1c(C(=O)N2CCCC2)sc(NC(=O)c2cccs2)c1C#N,2,-2,-6,-5,10,-4,19,-11,-14
NS(=O)(=O)c1ccc(NC(=O)CSC2=NC(=O)C(c3ccccc3)C(=O)N2)cc1 (stereo not drawn),4,3,-6,3,11,29,0,3,-1
CCn1c(=S)sc2c(=O)n(-c3ccccc3)c(SCC(=O)NCc3ccco3)nc21,7,1,-2,18,1,8,-3,0,0
N#Cc1c(SCC(=O)Nc2nccs2)nc2c(c1-c1ccco1)CCCC2,0,1,-3,-5,3,7,14,3,-10
CCOC(=O)c1sc(NC(=O)c2ccc(CC)s2)nc1C,-12,2,-5,5,10,1,1,-9,-5
C=CCn1c(SCC(C)=O)nnc1-c1cc(-c2ccccc2)sc1N,2,0,-2,.,3,-13,-10,.,7
CS(=O)(=O)Nc1ccc(S(=O)(=O)N2CCOCC2)cc1,2,4,-1,6,8,15,4,5,-6
